Assay outcomes (PubChem BioAssay)
procasp3 activ: activates human procaspase-3; P42574; recombinant procaspase-3 D3A, Ac-DEVD-pNA absorbance 405 nm; activation, % at 8.5 µM; hit rate 0.11% among 330,000; AID 463141;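 active = activation above the mean of all tested compounds plus 3 SD, cut at about 21% in these data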;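 note: 0% = DMSO alone and 100% = DMSO wells spiked with extra 5 µM PC-3 D3A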
Target sequence (P42574 whole entry D9A/D28A/D175A): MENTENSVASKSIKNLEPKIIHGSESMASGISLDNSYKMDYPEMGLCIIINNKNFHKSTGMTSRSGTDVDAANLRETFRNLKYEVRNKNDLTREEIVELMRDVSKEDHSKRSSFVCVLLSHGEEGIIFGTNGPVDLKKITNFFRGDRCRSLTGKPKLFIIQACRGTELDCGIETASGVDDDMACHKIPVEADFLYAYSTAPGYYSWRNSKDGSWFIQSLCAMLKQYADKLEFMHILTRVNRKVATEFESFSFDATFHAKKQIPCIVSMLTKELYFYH
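System: Procaspase-3 D3A mutant. Medium: Zinc-free 300 mM NaCl, 50 mM HEPES, 0.01% Triton X-100. Schedule: 1 h preincubation plus 2 h reaction at 25 °C. Measured by: 405 nm absorbance of p-nitroaniline, reads at 0 and 120 min. Read-out: percent activation relative to control range.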
TPT1 inh: C. albicans TPT1 enzyme inhibition | recombinant caTPT1, FP RNA substrate dephosphorylation | hit rate 0.81% among 300,000 | inhibition, % at 5 µM | AID 1962;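 active = inhibition above the mean of all tested compounds plus 3 SD, set per screening campaign, cut at about 24% in these data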;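 note: plate controls were DMSO alone for no effect and ferristatin control at 100 nM for full effect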
proCasp7 act: counter-screen: procaspase-7 (human) activation; recombinant procaspase-7, Ac-DEVD-pNA absorbance 405 nm; D23A/D198A/D206A triple mutant, cannot self-cleave; scale: DMSO 0, 5 µM enzyme 100; hit rate 0.093% among 330,000; activation, % at 8.5 µM;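 active = percent activation above the screen-wide mean plus 3 SD, cut at about 25% in these data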
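System: Procaspase-7 triple mutant (PC-7 D3A); measure: % activation from two-timepoint absorbance difference, scaled to controls; times: 1 h compound preincubation, 2 h substrate cleavage, 25 °C; also added: Ac-DEVD-pNA substrate, 400 µM as added; measured by: Epi-absorbance of released pNA at 405 nm, two timepoints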
HCV core dimer: blocks dimerization of HCV core protein; TR-FRET GST/Flag-core106 dimerization, 1536-well; inhibition, % at 5 µM; hit rate 0.33% among 300,000; AID 1899;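 active = inhibition above the mean of all tested compounds plus 3 SD, set per screening campaign, cut at about 45% in these data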
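Assay system: tagged HCV core106 pair (GST and Flag); medium: KF-containing HEPES buffer, pH 7.45, DTT, CHAPS, BSA; also added: Eu donor and XL665 acceptor anti-tag antibodies; dosing: 5 µM single dose; timing: compound-protein-antibody incubation 4 h at 22.5 °C; signal: TR-FRET 671 and 617 nm emission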
CTSL1 counter: counter-screen for PFM18AAP inhibitors: inhibitors of F. hepatica cathepsin L1; recombinant F. hepatica cathepsin L1, Z-Leu-Arg-MCA fluorescence; hit rate 0.49% among 300,000; inhibition, % at 5.96 µM;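 active = inhibition above the mean of all tested compounds plus 3 SD, set per screening campaign, cut at about 17% in these data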;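 note: 0% = plate median of test compound wells and 100% = 1 µM Z-Phe-Ala-diazomethylketone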
PP5 inh: PP5 (human) phosphatase inhibition; purified PP5c, OMFP substrate fluorescence; inhibition, % at 6.7 µM; hit rate 0.18% among 320,000; AID 1987;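 active = inhibition above the campaign's mean inhibition across all tested compounds plus 3 SD, cut at about 9.5% in these data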;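 note: 0% = DMSO only and 100% = 100 µM cantharidin control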
Target sequence (P53041 whole entry, looked up): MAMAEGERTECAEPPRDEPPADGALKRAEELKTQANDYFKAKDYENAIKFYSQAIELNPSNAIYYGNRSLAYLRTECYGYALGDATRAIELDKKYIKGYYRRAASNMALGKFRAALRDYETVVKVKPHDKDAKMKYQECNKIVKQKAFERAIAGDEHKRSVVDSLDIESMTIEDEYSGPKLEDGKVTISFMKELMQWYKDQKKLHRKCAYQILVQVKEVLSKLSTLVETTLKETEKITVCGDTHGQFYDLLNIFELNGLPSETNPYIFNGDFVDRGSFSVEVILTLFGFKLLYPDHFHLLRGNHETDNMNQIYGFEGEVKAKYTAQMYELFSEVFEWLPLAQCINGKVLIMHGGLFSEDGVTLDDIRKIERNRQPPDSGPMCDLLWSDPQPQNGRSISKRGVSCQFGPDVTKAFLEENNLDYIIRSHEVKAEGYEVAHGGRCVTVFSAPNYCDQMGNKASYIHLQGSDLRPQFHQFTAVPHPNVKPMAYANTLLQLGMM
PAFAH2 inh: PAFAH2 (human) inhibition; recombinant PAFAH2, FP-rhodamine activity probe, fluorescence polarization; inhibition, % at 3.39 µM; hit rate 0.99% among 340,000; AID 492956;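 active = inhibition above the mean over all tested compounds plus 3 SD, cut at about 30% in these data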;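 note: inhibitors block probe labeling of enzyme so polarization drops; 0% = enzyme with DMSO and 100% = wells lacking PAFAH2 protein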
PP1 counter: blocks human PP1-alpha phosphatase, a PP5 counter-screen; P62136; purified PP1alpha, OMFP fluorescence; inhibition, % at 6.7 µM; hit rate 0.9% among 320,000; AID 2235;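 active = inhibition above the mean inhibition of all tested compounds plus 3 SD, computed separately for each screening campaign, cut at about 15% in these data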
AHR act: activates the human aryl hydrocarbon receptor | P35869 | AHR-responsive luciferase reporter cells, luminescence | activation, % at 5 µM | hit rate 2.5% among 320,000 | AID 2796; in the data active = activation above about 47%;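 note: 0% = vehicle wells and 100% = reference agonist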
Numbers without * were called inactive; / = not tested or not shown.

Screens in order – procasp3 activ	TPT1 inh	proCasp7 act	HCV core dimer	CTSL1 counter	PP5 inh	PAFAH2 inh	PP1 counter	AHR act
> Fc1ccccc1/C=N/n1cnnc1
 : -0.9	-0.4	4.4	-1.8	1.5	0.1	4.7	-2.5	0.1
> CC1CCN(CCC(=O)Nc2nccs2)CC1
 : -3.7	1.4	-0.4	3.7	-5.5	2.6	-1.6	-6.0	4.2
> CC(C)(C)C1CCC(C(=O)Nc2nccs2)CC1 (stereo unspecified)
 : -1.7	-4.8	-1.7	-11.9	3.8	4.0	-4.9	5.2	4.1
> Cc1ccccc1-n1c(SCC(=O)N2CCN(c3ccccn3)CC2)nnc1N1CCOCC1
 : 5.8	/	17.3	/	/	2.4	-2.8	-2.1	1.1
> CCOC(CNC(=O)c1ccc(N2CCc3ccccc32)c([N+](=O)[O-])c1)OCC
 : -0.3	3.4	1.5	-12.6	3.5	-0.2	1.6	1.9	0.1
> CC(C)c1ccc(CNc2c([N+](=O)[O-])c(=O)oc3ccccc23)cc1
 : -3.0	-0.3	4.8	14.6	5.7	4.2	2.8	-3.7	29.6
> COc1ccccc1NC(=O)NC(N)=O
 : -1.9	-3.6	12.0	1.0	1.6	-3.3	-7.7	1.1	2.5
> Cc1cccc(N2CCN(S(=O)(=O)c3cn(C)cn3)CC2)c1C
 : 1.7	-3.6	2.6	-2.5	0.7	-1.4	2.9	-1.0	0.8
> O=C(NC1CCN(C(=O)Nc2ccc(F)cc2)CC1)c1ccc(F)cc1
 : -2.1	2.4	2.2	-4.0	-1.7	-2.1	1.7	0.4	1.4
> O=C(Nc1ccccc1N1CCN(C(=O)c2ccc(Cl)cc2)CC1)c1cccc(F)c1
 : 3.0	0.8	1.8	25.8	1.5	1.7	0.5	6.2	-0.8
> COc1ccc(OC)c(CN2CCC(CO)(CCOc3ccccc3)CC2)c1
 : 15.8	2.7	3.4	-3.3	-1.4	1.8	-3.0	-0.9	2.4
> CC(Sc1nnc2ccccn12)C(=O)N1CCc2ccccc2C1 (stereo unspecified)
 : 0.9	-5.8	9.4	-1.5	-2.5	1.2	8.3	-0.5	5.8
> COc1ccc(-c2cc3cc(-c4cc(OC)c(OC)c(OC)c4)ccc3o2)cc1
 : 6.3	/	-2.8	/	/	1.8	-3.0	-3.2	-2.0
> CCCCc1ccc(NC(=O)C2CCCC2)cc1
 : -5.9	-0.8	5.3	-2.3	1.5	-0.2	2.6	0.3	-3.5
> CCOC(=O)C1=C(C)NC(=O)NC1c1cc(Br)c(O)c(OC)c1 (stereo unspecified)
 : 7.0	-1.2	1.4	-3.1	-1.8	3.1	-0.9	-7.0	5.8
> Cc1onc(-c2ccccc2Cl)c1C(=O)Nc1ccc(-c2cn3cccnc3n2)cc1
 : -2.1	-0.6	-13.0	7.0	2.1	3.4	-4.7	2.8	2.9
> CCC(C)(C)NC(=O)C(c1ccc(OC)cc1)N(C(=O)CCC(=O)Nc1cc(C)on1)c1ccccc1F (stereo unspecified)
 : 0.9	-0.7	10.6	4.8	1.1	2.9	8.8	1.0	-1.7
> CC(=O)c1c(NC(=O)C(C)C)nc(C)nc1-c1ccccc1
 : 1.3	2.4	13.8	7.1	-2.6	2.7	3.9	0.3	3.2
> CCCN(C(=O)c1cn(C)c(=O)c2ccccc12)c1ccccc1C
 : 10.7	-1.7	6.5	-5.3	0.9	2.4	0.1	-1.6	2.6
> Cc1cc(C(=O)Nc2ccc(S(=O)(=O)Nc3onc(C)c3C)cc2)c(C)o1
 : -1.8	-1.9	8.2	0.0	0.0	-1.9	5.5	-4.1	0.9
> CN(C1CCCCC1)S(=O)(=O)c1cccc(C(=O)OCC(=O)NC2CCCc3ccccc32)c1 (stereo unspecified)
 : -8.3	1.8	11.9	14.9	5.0	0.1	21.1	9.8	3.8
> Cc1ccccc1C(=O)N1CCN(c2ncccn2)CC1
 : 2.1	1.9	-4.4	4.6	-0.7	2.5	-0.2	1.9	-2.3
> CCn1cc(C(=O)OCC(=O)Nc2ccc(C(C)C)cc2)c(=O)c2ccc(C)nc21
 : 0.1	0.8	20.9	-1.1	2.3	2.1	14.1	2.6	2.9
> NC(N)=Nc1nc(-c2ccccc2)c2cc(Cl)ccc2n1
 : 6.4	1.1	-0.1	-8.8	4.3	-1.9	1.6	14.0	5.6
> COc1ccc(C(C#N)Nc2ccccc2C)cc1 (stereo unspecified)
 : 5.2	-1.1	-0.5	2.0	4.1	-0.1	-3.1	0.4	0.4
> O=C(NC1=NCCS1)c1cccc2ccccc12
 : 7.7	-1.0	2.0	10.7	1.1	-0.9	2.4	-2.5	7.6
> N#CCSCC(=O)Nc1ccc(Cl)cc1
 : 6.0	-1.1	-8.4	3.7	4.5	-1.2	-0.7	-3.9	-0.1
> O=C1CN(C(=O)c2ccccc2C(=O)O)c2ccccc2N1
 : 0.4	19.2	-7.4	4.8	-1.7	0.5	-7.0	0.1	14.1
> Cc1ccc(-c2ccc(SCC(=O)Nc3nonc3C)nn2)cc1
 : -1.1	-1.0	9.6	-8.1	0.6	1.9	0.1	-2.9	-0.6
> Cn1cccc1CC(=O)NNC(=O)Nc1cccc(Cl)c1
 : 1.6	6.1	-8.4	1.3	-0.5	4.0	12.6	3.0	4.7
> NC(=NCCc1ccccc1)c1cccc([N+](=O)[O-])c1
 : 1.8	-1.7	0.1	1.2	0.3	0.7	2.3	1.9	1.3
> O=C(O)CC(NC(=O)Cc1ccc([N+](=O)[O-])cc1)c1ccc2c(c1)OCO2 (stereo unspecified)
 : -2.9	7.7	9.1	-0.2	-2.6	0.8	-0.6	-2.9	2.4
> CCn1cc(C(=O)NCc2cccc(F)c2)c(=O)c2cc(F)c(N3CCN(C(=O)c4ccco4)CC3)cc21
 : -6.4	3.2	4.0	15.4	10.9	5.2	3.7	4.5	-2.1
> Cc1n[nH]c(=O)nc1NCc1ccccc1
 : 10.5	-1.7	-0.3	0.6	-0.5	-0.4	-6.0	-1.2	0.6
> Cc1cc(C(=O)COC(=O)CN(C)S(=O)(=O)c2ccc(Cl)cc2)c(C)n1CC1CCCO1 (stereo unspecified)
 : -0.4	-6.5	8.6	-2.7	-44.1	2.4	5.0	0.7	-3.6
> O=S(=O)(Cc1noc(-c2ccc(Cl)cc2)n1)Cc1ccco1
 : 6.1	1.1	2.8	-0.3	-0.3	1.1	/	-2.3	1.5
> Cn1c(C(=O)NN)cc2cc(OCc3ccccc3)ccc21
 : 8.3	2.5	6.8	-0.2	1.5	4.6	/	1.1	5.5
> CNC(=O)c1ccc(NC(=O)c2ccc3c(=O)n4c(nc3c2)CCC4)cc1
 : 12.5	/	-6.0	/	/	2.6	-4.8	-4.0	0.3
> Cc1ccc(-c2nnc(SCC#CCOC(=O)c3cccs3)o2)cc1
 : 2.8	-1.3	-4.8	7.4	1.1	4.3	4.0	5.2	9.4
> CCN(C[C@H]1N[C@@](CC)(C(=O)OC)[C@H]2C(=O)N(Cc3ccccc3)C(=O)[C@@H]12)S(=O)(=O)c1ccc(OC)cc1
 : 1.6	/	2.0	/	/	/	-16.5	/	-0.9

2 entries from above, reformatted:
Structure,procasp3 activ,TPT1 inh,proCasp7 act,HCV core dimer,CTSL1 counter,PP5 inh,PAFAH2 inh,PP1 counter,AHR act
Cn1cccc1CC(=O)NNC(=O)Nc1cccc(Cl)c1,1.6,6.1,-8.4,1.3,-0.5,4.0,12.6,3.0,4.7
Cn1c(C(=O)NN)cc2cc(OCc3ccccc3)ccc21,8.3,2.5,6.8,-0.2,1.5,4.6,/,1.1,5.5

Next section.
Screens in order – procasp3 activ	TPT1 inh	proCasp7 act	HCV core dimer	CTSL1 counter	PP5 inh	PAFAH2 inh	PP1 counter	AHR act
> CCOC(=O)Nc1ccc2c(c1)N(C(=O)CN)c1ccccc1CC2
 : -0.6	-0.1	5.1	4.9	-2.8	1.9	-6.0	5.5	3.8
> CCC(C)[C@H](NC(=O)c1cn(CC)c2cc3c(cc2c1=O)OCO3)C(=O)NCCCn1ccnc1 (stereo partly specified)
 : 11.2	-2.0	-10.8	-14.3	2.9	-0.9	-4.2	1.3	3.9
> O=C(O)c1ccc(Cl)c(S(=O)(=O)N(Cc2ccccc2)c2ccccc2)c1
 : 3.5	-0.4	2.9	11.1	0.4	0.3	12.7	-1.9	0.8
> C=CCc1cc(Cl)ccc1OCCCNCCO
 : -6.8	-0.3	-2.0	-10.5	4.2	2.3	8.7	-1.2	-1.8
> CCN1CCN(CC(=O)N2N=C(c3ccc(OC)cc3)CC2c2ccc(OC)cc2)C(=O)C1=O (stereo unspecified)
 : -1.4	-2.0	-2.9	-1.9	4.8	-1.6	6.4	-0.3	0.4
> Cc1ccc2nc(C(F)C(F)(F)F)[nH]c2c1 (stereo unspecified)
 : 5.0	3.3	3.0	-1.8	1.3	-0.2	10.2	-1.4	20.5
> COc1ccc(C(=O)C2CCCN(C(=O)CSC)C2)cc1OC (stereo unspecified)
 : -3.0	0.5	-3.1	10.3	-9.8	-1.7	1.8	-5.0	5.3
> O=C(/C=C/c1ccco1)Nc1cccnc1
 : 6.2	-5.3	-10.5	-4.4	2.9	1.4	10.0	0.5	71.0*
> COc1ccc(N(C(=O)COc2ccc(F)cc2)S(=O)(=O)c2ccc(C)cc2)cc1
 : 10.6	-1.6	9.5	-3.7	-3.8	0.4	1.0	-2.4	-0.3
> Nc1c(C(=O)NCc2ccco2)nnn1CC(=O)Nc1ccc2c(c1)OCO2
 : -4.1	-0.9	0.5	-1.4	0.3	2.1	-0.6	-0.7	6.6
> COCCn1c(C)c(C)c(S(=O)(=O)c2ccccc2)c1N
 : -5.8	-4.2	-12.3	-1.1	-7.3	1.4	59.2*	-0.1	-0.4
> OC1(C#Cc2c(-c3ccsc3)oc3ccc(N4CCOCC4)cc23)CCCCC1
 : -2.0	-3.3	10.2	-19.8	3.6	8.0	8.4	3.4	110.9*
> O=C(N/N=C/c1ccncc1)c1cccc(NC(=O)c2ccccc2Cl)c1
 : -6.5	2.0	8.3	7.8	-1.0	4.3	0.0	-5.7	39.2
